Pf growth 48h – P. falciparum growth inhibition at 48 hours (one generation); P. falciparum luciferase growth in erythrocytes, 48 h; Potency, µM (highest dose often 28.7 µM), without a hit: at the top dose activity change, negative = inhibition, usual class: inhibitors; hit rate 5.9% among 310,000; also: potency is read from the fitted curve at half-maximal effect; % is scaled to controls: 0 for no effect and ±100 for the full control effect
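In quantitative HTS format, infected erythrocytes bearing luciferase-reporter parasites were treated for a single generation at 37 C. Luminescence after adding detection reagent served as the growth measure.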
Pf growth 96h – inhibits malaria parasite growth, 96 h. hit rate 6.9% among 320,000. P. falciparum luciferase reporter growth, 96 h. Potency, µM (series often up to 28.7 µM), without a hit: at the highest dose activity change, negative = inhibition, actives largely listed as inhibitors; also: potency is read from the fitted curve at half-maximal effect; % is scaled to controls: 0 for no effect and ±100 for the full control effect
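P. falciparum expressing integrated firefly luciferase grown in erythrocytes (2% hematocrit, 0.05% parasitemia final) with compounds for 96 hours at 37 C, 5% CO2. Growth inhibition read as loss of luminescence after adding luciferase detection reagent.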
Sm TGR block – blocks Schistosoma mansoni thioredoxin glutathione reductase; Q962Y6; purified TGR, DTNB reduction, TNB absorbance 405 nm; Potency, µM (series often up to 114 µM), without a hit: top-dose activity change, negative = inhibition, usual class: inhibitors; hit rate 3% among 360,000; also: potency is read from the fitted curve at half-maximal effect; % is scaled to controls: 0 for no effect and ±100 for the full control effect; nearly all actives have a fitted effect of over 60% in size
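Kinetic colorimetric format: TGR-catalysed, NADPH-driven DTNB reduction monitored via TNB absorbance. Enzyme dispensed at 20 nM; compound exposure 15 min at room temperature before reaction start.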
Giardia FBPA inh – Giardia lamblia aldolase inhibition; A8B2U2; purified Giardia FBPA; Potency, µM (top dose mostly 59.6 µM), without a hit: top-dose activity, negative = inhibition, actives largely listed as inhibitors; hit rate 0.71% among 290,000; AID 2451; also: potency is read from the fitted curve at half-maximal effect; % is scaled to controls: 0 for no effect and ±100 for the full control effect; nearly all actives have a fitted effect of over 55% in size
Target sequence (A8B2U2 whole entry, looked up): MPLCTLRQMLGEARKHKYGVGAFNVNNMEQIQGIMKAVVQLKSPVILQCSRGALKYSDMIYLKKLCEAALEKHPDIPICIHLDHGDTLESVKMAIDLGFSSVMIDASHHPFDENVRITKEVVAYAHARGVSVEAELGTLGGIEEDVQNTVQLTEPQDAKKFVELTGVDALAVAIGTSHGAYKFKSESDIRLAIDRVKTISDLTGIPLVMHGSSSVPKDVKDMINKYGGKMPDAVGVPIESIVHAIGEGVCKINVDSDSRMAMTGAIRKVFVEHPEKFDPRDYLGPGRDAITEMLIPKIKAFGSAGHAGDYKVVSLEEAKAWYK
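40 nM FBPA preincubated 10 min at RT with compound (up to 57.5 uM final), then substrate plus GAPDH/TPI/NAD/arsenate coupling and diaphorase/resazurin added. Fluorescence read after 20 min at RT, 525/598 nm.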
Shiga inhibitor – Shiga toxin inhibition; Vero cells, Shiga toxin protein synthesis inhibition reporter; hit rate 9.2% among 290,000; inhibition, % at 38.7 µM; in the data active = inhibition mostly above about 28%, no sharp cut-off; inactive = mostly below about 43%; also: 0% is about no effect
Cycloheximide cs – counter-screen hit for Shiga toxin inhibitors, cycloheximide | cell reporter, cycloheximide protein synthesis inhibition counterscreen | hit rate 12% among 300,000 | max response, % | AID 2314; in the data active = max response mostly above about 13%, no sharp cut-off; inactive = mostly below about 14%; also: read at 38.3 µM for the half of the compounds with a filed dose; 0% is about no effect
* hit, by the source's call; ? = inconclusive; . = not tested or not shown; [ ] = another dose, or the depositor's remark. Unless noted, calls follow the shape of the dose curve; as a rule, active = well fitted curve in the direction sought with a large enough effect; inconclusive = small, poorly fitted or top-dose-only effect, or another doubt; inactive = no such curve, though single readings can be large; an effect the other way counts as inactive or inconclusive.

Results follow in this order: Pf growth 48h | Pf growth 96h | Sm TGR block | Giardia FBPA inh | Shiga inhibitor | Cycloheximide cs
Cc1nc(NC(=O)C(Cl)Cl)sc1C(=O)N(C)C
 : -1% | 45%[activator] | -9% | -12% | -12 | 4
CCOc1cc(C2NN=C(c3ccccc3)S2)ccc1OCc1ccccc1Cl (configuration not stated)
 : 137%[activator] | 144%[activator] | -4% | 5% | 66* | 45*
CC(C)c1ccc(NC(=O)Cn2c(=O)oc3cccnc32)cc1
 : 14% | ? | -3% | 1% | 24 | 0
O=C(O)c1cc([N+](=O)[O-])ccc1C(=O)Nc1ccccc1
 : 10% | 43%[activator] | 4% | 0% | -9 | 5
Cc1ccc(NC(=O)C2CC(O)CN2C(=O)OCc2ccccc2)cc1C (configuration not stated)
 : ? | ? | 4% | 11% | -5 | 1
CC(C)OCCCN1C(=O)c2ccccc2C1C(=O)NC1CCCCC1 (configuration not stated)
 : 0% | 1% | -23% | 3% | -17 | -2
CCN(CC)C(=O)c1[nH]cnc1C(=O)NCCCCCNC(=O)OC(C)(C)C
 : ? | -10% | -2% | . | . | .
COc1ccc(OC)c(NC(=O)CC(NC(C)=O)c2ccccc2)c1 (configuration not stated)
 : 13% | -13% | -1% | 0% | -3 | 3
Cc1cc(S(=O)(=O)NC2CCCCC2)ccc1OCC(=O)N1CCOCC1
 : . | 7% | -16% | 4% | -18 | -2
COc1cc([N+](=O)[O-])ccc1NC(=O)CN1CCOCC1
 : ? | 40%[activator] | -16% | 2% | 18 | 0
Cc1ccsc1C(=O)Nc1ccc(OCc2ccccc2)cc1
 : 133%[activator] | 133%[activator] | -4% | 13% | 68* | 18*
CN1/C(=C\C=C2/C(=O)Oc3ccccc3C2=O)C(C)(C)c2ccccc21
 : 12µM* | ? | 0% | 29% | 40* | 39*
COc1cccc(NC(=O)N(CCCN2CCOCC2)C(C)c2cc3cccc(OC)c3o2)c1 (configuration not stated)
 : ? | ? | 3% | -3% | -10 | 1
CCCOc1ccc(OC(=O)c2ccc(Br)o2)cc1
 : -5% | ? | -6% | -9% | 25 | 3
Cc1ccc(C(C)C)c(OCC(=O)N/N=C/c2cccn2C)c1
 : ? | -4% | -2% | -4% | -28 | -2
c1ccc(C[C@H]2CN=C(Nc3ccccc3)N2CCCC2CCCC2)cc1
 : ? | ? | 11% | 8% | -8 | -1
CCOC(=O)c1c(-c2ccccc2)nnn1-c1nc(OCC)nc(N2CCCCC2)n1
 : ? | 34%[activator] | 2% | 4% | -2 | -2
O=C1CC(N2CCN(c3ccc(Cl)cc3)CC2)C(=O)N1c1ccccc1 (configuration not stated)
 : -5% | 178%[activator] | ? | 18% | -16 | 4
COc1ccc(S(=O)(=O)N2CC3CCCN3c3ccc(C(F)(F)F)cc32)cc1 (configuration not stated)
 : ? | 13µM* | -11% | 1% | 2 | -1
N#C/C(=C\c1ccc[nH]1)Sc1nc2ccccc2s1
 : 15% | 48%[activator] | -18% | 0% | -6 | -1
CSc1nc2c(c(=O)[nH]c(=O)n2C)n1CCCc1ccccc1
 : 4% | 16% | -17% | -7% | -5 | -3
NC(=O)c1nsc(C(=O)N(c2cccc(F)c2)C(C(=O)NCC2CCCO2)c2cccs2)c1N (configuration not stated)
 : ? | 16% | 1% | -6% | -3 | 4
Cc1cnc(NC(=O)CSc2nnc(CNc3ccc(F)cc3)n2CC2CCCO2)s1 (configuration not stated)
 : ? | . | -1% | 1% | 13 | 11
CC(C)(C)CC(C)(C)c1ccc(OCC(=O)N/N=C/c2ccc(S(=O)(=O)O)o2)cc1
 : -16% | ? | 7% | 3% | -15 | -2
O=C(Nc1cccc(S(=O)(=O)NC2=NCCCCC2)c1)c1cc(-c2ccncc2)nc2ccccc12
 : ? | 12µM* | 4% | 0% | -3 | 8
Cc1ccc(S(=O)(=O)N2CCOCC2)cc1NC(=O)COc1ccc(C(=O)c2ccccc2)cc1
 : ? | ? | 1% | . | . | .
CN1CCN(C(=S)c2ccc(OCC(=O)Nc3cccc(C(F)(F)F)c3)cc2)CC1
 : -25% | 134% | 2% | 2% | 0 | -4
O=C(N/N=C/c1cccc(Br)c1)c1ccc(Br)cc1
 : -4% | 37%[activator] | 1% | -5% | 33 | 22*
Cc1ccc(Cn2c(-c3nonc3N)nc3ccccc32)cc1
 : 0% | . | 5% | 0% | -16 | -3
Cn1cnnc1Sc1cc(N2CCNCC2)ccc1[N+](=O)[O-]
 : -17% | ? | -5% | 3% | 40 | 10
O=C(CN(C(=O)CCC(=O)Nc1nccs1)c1ccc(F)c(Cl)c1)NCC1CCCO1 (configuration not stated)
 : -3% | 1% | -1% | 4% | -20 | -2
O=C(NCCN1CCOCC1)c1cccnc1SCc1ccccc1Cl
 : ? | -51% | -10% | -8% | 12 | 16
CCOC(=O)N1CCN(C(=O)CS(=O)(=O)c2cn(Cc3ccccc3Cl)c3ccccc23)CC1
 : -1% | 7% | -24% | 0% | -6 | -1
Cc1ccc2nc(Cl)c(/C=N/NC(=O)[C@H]3C[C@@H]3c3ccccc3)cc2c1
 : ? | 2.1µM* | 3% | 4% | 19 | 9
COc1ccc(N2C(=O)CC(N(CCc3ccc(OC)c(OC)c3)C(=S)Nc3ccccc3)C2=O)cc1 (configuration not stated)
 : 4.7µM* | ? | -21% | -17% | 11 | -2
O=C(CNS(=O)(=O)c1ccc2ccccc2c1)NCCc1ccccn1
 : -3% | -2% | 4% | 3% | 12 | -4
Cc1ccc(C2Nc3ccccc3-c3nc4ccccc4n32)o1 (configuration not stated)
 : 216%[activator] | 290%[activator] | 0% | -1% | 67* | 54*
Cc1ccc(CNC(=O)CN2C(=O)CSc3ccc(S(=O)(=O)N4CCCCC4)cc32)cc1
 : ? | 19% | -10% | -10% | -9 | 0
CCOc1ccccc1Oc1nc(-c2ccccc2O)nc2ccccc12
 : ? | ? | 7% | 10% | -7 | -2
C[C@@H](C(=O)OCC(=O)Nc1cc(S(=O)(=O)N2CCOCC2)ccc1Cl)N1C(=O)C2CCCCC2C1=O (some centres not stated)
 : 1% | 6% | 4% | 1% | -4 | -2
CCOC(=O)Cc1csc(NC(=O)COc2cc(C)cc(C)c2)n1
 : -2% | 43%[activator] | -1% | 0% | 9 | -3
CCCCCCCCC(=O)N1CCN(c2cc3c(cc2F)c(=O)c(C(=O)O)cn3CC)CC1
 : ? | ? | 0% | -11% | 18 | -1
CCOc1cc(C(=O)NC(C)CCc2ccccc2)cc(OCC)c1OCC (configuration not stated)
 : 0% | ? | -7% | -2% | -14 | 1
O=c1ccnc(S/C=C/c2ccccc2)[nH]1
 : 14% | 6% | -6% | 16% | 23 | 35*
Cc1c(CCC(=O)O)c(=O)oc2cc3occ(-c4ccc(Br)cc4)c3cc12
 : ? | ? | 7% | 5% | -8 | 1
Cc1ccc(C(=O)C(O)C(c2ccc(C)cc2)N2CCCCC2)cc1 (configuration not stated)
 : -16% | 20% | . | 3% | 6 | -2
CC(C)C1(C)N=C(c2nc3ccccc3cc2C(=O)O)NC1=O (configuration not stated)
 : -1% | ? | 6% | ? | -2 | 10
Clc1ccc(Nc2nc3cccnc3s2)cc1
 : 45%[activator] | 107%[activator] | . | -8% | 90* | 30*
Cc1cc(CNC(=O)C2CCC(=O)N(CCc3ccc(Cl)cc3)C2)no1 (configuration not stated)
 : -6% | ? | -12% | 5% | -8 | 0
CCN(CC(=O)Nc1ccccc1C(F)(F)F)C(=O)CSCC(=O)Nc1cc(C)on1
 : -27% | 26% | -5% | . | . | .

Following part:
Results follow in this order: Pf growth 48h | Pf growth 96h | Sm TGR block | Giardia FBPA inh | Shiga inhibitor | Cycloheximide cs
O=C(CSc1nnc(-c2ccco2)n1Cc1ccco1)NCc1ccccc1
 : -8% | . | -33% | -3% | 26 | -1
O=C1CSC(=S)N1/N=C/c1cc(Br)ccc1O
 : -7% | -4% | 7.9µM* | 17% | -3 | -4
COc1ccc2c(c1)C(C)=CC(C)(C)N2C(=O)Nc1ccccc1
 : 14% | 10µM* | ? | ? | 14 | -1
CCOC(=O)Cc1csc(NS(=O)(=O)c2ccc3ccccc3c2)n1
 : -9% | 51%[activator] | 6% | 4% | -3 | -2
CCCCn1c(N)c(N(CCOC)C(=O)c2cc(-c3ccco3)nc3ccccc23)c(=O)[nH]c1=O
 : -7% | -14% | 25µM* | . | . | .
O=C(Nc1cccc2c1C(=O)NC2=O)c1ccc(S(=O)(=O)N2CCCC2)cc1
 : 5% | . | -1% | 3% | 2 | 1
CCOc1cccc2cc(-c3nc4ccc(C(=O)O)cc4[nH]3)c(=O)oc12
 : 128%[activator] | 317%[activator] | -10% | . | . | .
COCCn1c(C)cc(C(=O)COC(=O)c2cncc(Br)c2)c1C
 : 107%[activator] | 153%[activator] | -5% | -1% | 54* | 36*
CCOc1ccc(Nc2nnc(SCc3nc4ccccc4c(=O)[nH]3)s2)cc1
 : 21% | ? | 4% | 0% | -4 | -1
O=C(CC1(C(F)(F)F)OCCO1)Nc1ccc2c(c1)OCO2
 : 43%[activator] | ? | 0% | 6% | -5 | 1
O=C(Nc1nncs1)c1ccc2c(c1)OCO2
 : 73%[activator] | ? | 18% | -2% | 55* | 22*
Cc1ccc(S(=O)(=O)NCC(=O)NCC(=O)OC(C(=O)NC(N)=O)C(C)C)cc1C (configuration not stated)
 : 2% | ? | 2% | 5% | 12 | -2
O=C(O)/C(=C\c1ccc(Br)cc1)c1ccc(S(=O)(=O)N2CCCCC2)s1
 : 12% | -30% | -1% | 27% | -13 | -7
CCCc1nnc(-c2cc(OC)c(OC)c(OC)c2)o1
 : 35%[activator] | 0% | 4% | -1% | 0 | -1
Cn1c(=O)[nH]c(=O)c2c1ncn2CCN1CCOCC1
 : 6% | . | 2% | 4% | -4 | -2
O=C(CSc1nnc(Nc2ccccc2F)s1)c1cc2ccccc2o1
 : 24% | 9% | -14% | -6% | 15 | 2
COc1ccc(C(=O)Nc2ccccc2N2CCOCC2)cc1[N+](=O)[O-]
 : 9% | 22% | 0% | 8% | -9 | -1
COc1ccc(NC(=O)C2CCC(CNc3c(N4CCCCC4)c(=O)c3=O)CC2)c(OC)c1 (configuration not stated)
 : -17% | -15% | 9% | -3% | 16 | -2
COc1ccccc1N1CCN(CCCC(=O)c2ccc(F)cc2)CC1
 : 1% | . | -1% | 7% | 31 | -3

Screening results from PubChem BioAssay.

The order is random; any-hit rate near 24%.
